Source: PubChem BioAssay (National Center for Advancing Translational Sciences (NCATS))
EPAC2 antag: blocks human EPAC2 exchange factor; Q8WZA2; EPAC2 GEF exchange of Rap1B-BODIPY-GDP, fluorescence; Potency, µM (highest dose often 114 µM), for the others: top-dose activity, negative = inhibition, hits mostly inhibitors; actives 0.18% (n = 360,000); also: potency is read from the fitted curve at half-maximal effect; % is scaled to controls: 0 for no effect and ±100 for the full control effect; nearly all actives have a fitted effect of over 45% in size; many of its hits are not listed in these tables
Akt phos inh: blocks phosphorylation of Akt. AID 651550. activity change, % for hits at 50 µM. Neuro2A IGF-stimulated pAkt S473 HTRF, 20 min; stronger effect = lower value. actives 0.32% (n = 360,000); in the data active = activity change below about -80%; inconclusive = mostly about -51% to -80%; also: % is scaled to controls: 0 for no effect and ±100 for the full control effect
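Single-point screen (50 µM final compound) in Neuro2A cells stimulated 20 min with 6 nM IGF at 37 deg C. After lysis, Ser473-phosphorylated Akt read by HTRF (ex 330 nm, em 615/665 nm) as the 665/615 ratio.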
Mm-Cpn inhibitor: inhibitors of Methanococcus maripaludis chaperonin (MmCpn) | purified Mm-Cpn ATPase, ADP Transcreener TR-FRET | Potency, µM (top dose mostly 76.9 µM), without a hit: top-dose activity, negative = inhibition, usual class: inhibitors | actives 0.031% (n = 330,000); also: potency is read from the fitted curve at half-maximal effect; % is scaled to controls: 0 for no effect and ±100 for the full control effect; nearly all actives have a fitted effect of over 80% in size
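TR-FRET (320 nm excitation; 590 and 665 nm emission) reports ADP made from 10 uM ATP by 25 nM enzyme; compounds were preincubated 10 min, reaction run 30 min, both at 37°C.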
D3 antag: D3 dopamine receptor (human) antagonism; P35462; D3R cells, DiscoveRx beta-arrestin luminescence, antagonist mode; stronger effect = lower value; max response, negative = inhibition, %; actives 2.5% (n = 360,000); AID 652054; in the data active = max response below about -50%; inconclusive = no clear call, values can overlap the other calls; also: % is scaled to controls: 0 for no effect and ±100 for the full control effect; mostly tested at two doses, the higher about 12 µM
Target sequence (P35462 whole entry, looked up): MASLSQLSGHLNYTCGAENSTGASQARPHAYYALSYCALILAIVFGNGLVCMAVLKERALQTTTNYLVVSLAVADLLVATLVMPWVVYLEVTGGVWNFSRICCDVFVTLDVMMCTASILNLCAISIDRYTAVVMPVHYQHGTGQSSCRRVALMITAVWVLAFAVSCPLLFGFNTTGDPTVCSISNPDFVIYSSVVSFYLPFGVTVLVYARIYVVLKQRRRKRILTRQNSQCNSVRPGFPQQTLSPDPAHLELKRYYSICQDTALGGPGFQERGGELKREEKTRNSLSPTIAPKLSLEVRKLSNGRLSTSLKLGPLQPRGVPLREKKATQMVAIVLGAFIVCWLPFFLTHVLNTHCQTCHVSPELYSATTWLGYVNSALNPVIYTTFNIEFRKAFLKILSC
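Cells plated overnight at 1500 cells/well, then exposed to library compounds with dopamine controls for 90 minutes at 37 degrees C. DiscoveRx reagent added for 30–60 minutes at room temperature; luminescence read, quantitative HTS format.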
PTHR1 ag: PTHR1 (human) receptor agonism | HEK293 GP2 PTHR1 cells, GloSensor cAMP luminescence, 1 h | Potency, µM (series often up to 115 µM), for inactives: top-dose activation, usual class: activators | Q03431 | actives 0.075% (n = 410,000); also: potency is read from the fitted curve at half-maximal effect; nearly all actives have a fitted effect of over 55% in size; some results filed as inactive show a strong effect at the top dose; inactives centre near -15; many of its hits are not listed in these tables
Target sequence (Q03431 whole entry, looked up): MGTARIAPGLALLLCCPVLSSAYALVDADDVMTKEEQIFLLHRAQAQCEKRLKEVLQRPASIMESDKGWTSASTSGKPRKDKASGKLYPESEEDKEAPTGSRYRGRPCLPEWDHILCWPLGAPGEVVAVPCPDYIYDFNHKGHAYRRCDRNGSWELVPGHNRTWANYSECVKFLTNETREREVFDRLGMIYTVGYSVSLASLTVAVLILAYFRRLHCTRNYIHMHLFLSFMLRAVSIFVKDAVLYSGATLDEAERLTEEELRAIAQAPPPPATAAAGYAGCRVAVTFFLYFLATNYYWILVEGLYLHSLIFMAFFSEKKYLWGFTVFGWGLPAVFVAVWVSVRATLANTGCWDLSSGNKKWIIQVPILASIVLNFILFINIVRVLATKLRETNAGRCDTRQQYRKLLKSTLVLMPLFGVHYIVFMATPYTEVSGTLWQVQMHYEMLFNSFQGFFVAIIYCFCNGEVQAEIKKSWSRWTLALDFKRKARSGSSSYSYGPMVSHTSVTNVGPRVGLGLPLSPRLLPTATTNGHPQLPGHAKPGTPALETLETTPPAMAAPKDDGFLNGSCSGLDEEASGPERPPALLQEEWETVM
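HEK-293-derived GP2 cells expressing PTHR1 and a GloSensor cAMP reporter, 3,000/well, plated overnight, given luciferin plus IBMX (each 0.5 mM as added) for 1 h at 37 °C, then compound for 1 h at 37 °C. Luminescence was read after 15 min at room temperature.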
CCT modulator: cytosolic chaperonin activity modulation; purified chaperonin ATPase assay, HTRF ADP detection, 30 min; activity change, % (concentration not given with the values), hits read low; actives 0.3% (n = 360,000); AID 651819; in the data active = activity change below about -30%; also: % is scaled to controls: 0 for no effect and ±100 for the full control effect
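We incubate TRiC, 40 or 20 nM final, with library compounds at 76 uM and 10 uM ATP for 30 min at 37 °C. ADP formed is detected with Transcreener HTRF reagents after 30 min at room temperature.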
EPAC2 ag: EPAC2 (human) agonism. EPAC2 activation, biochemical qHTS; response scale: 100% = 6.5 mM cAMP response. Potency, µM (series often up to 154 µM), inactives show top-dose activation, most hits filed as activators. actives 0.079% (n = 360,000); also: potency is read from the fitted curve at half-maximal effect; nearly all actives have a fitted effect of over 50% in size
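In this primary screen, activation is scored as increased exchange of BODIPY-GDP from Rap1B by 100 nM EPAC2, with 50 uM GDP as competitor. Signal is normalized to the 6.5 mM cAMP agonist control.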
D3 ag: agonists of human D3 dopamine receptor; P35462; D3R DiscoveRx beta-arrestin cells, luminescence, 90 min; max activation, %; actives 0.58% (n = 410,000); in the data active = max activation above about 30%; also: 0% is about no effect; mostly tested at two doses, the higher about 12 µM
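Agonist mode: compounds and dopamine controls were applied to plated cells for 90 min at 37 degrees C after an overnight attachment at 1500 cells/well. Luminescent read-out followed 30 - 60 minutes at room temperature with DiscoveRx detection reagent.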
Active calls of the source: *; i = inactive; ? = inconclusive; · = no result given; [ ] = another dose, or the depositor's remark. Unless noted, calls follow the shape of the dose curve; as a rule, active = well fitted curve in the direction sought with a large enough effect; inconclusive = small, poorly fitted or top-dose-only effect, or another doubt; inactive = no such curve, though single readings can be large; an effect the other way counts as inactive or inconclusive. The list is partial (hit frequency here may not be typical).

Letters – A = EPAC2 antag; B = Akt phos inh; C = Mm-Cpn inhibitor; D = D3 antag; E = PTHR1 ag; F = CCT modulator; G = EPAC2 ag; H = D3 ag
O=C(CN1C(=O)NC2(CCc3ccccc32)C1=O)c1ccc(Cl)cc1 (stereo not drawn)
  A = -7%; B = i; C = 1%; D = 0; E = -4%; F = -0.7; G = 5%; H = 5

Cc1ccc(C)c(OCCC(=O)NCCc2ccc(S(N)(=O)=O)cc2)c1
  A = 5%; B = i; C = -1%; D = 5; E = i; F = 1.8; G = -5%; H = 3

O=C1c2ccccc2C(=O)N1c1n[nH]c(CCc2ccccc2)n1
  A = 2%; B = i; C = 0%; D = 8; E = -16%[57.5 µM]; F = -1.6; G = 7%; H = -3

COCCCNCCCCOc1cccc(Br)c1
  A = 6%; B = i; C = -2%; D = -61*; E = i; F = -0.1; G = 11%; H = -5

CC(=O)Nc1cc2c(=O)n(Cc3ccccc3)c(C)nc2cc1N1CCOCC1
  A = -2%; B = i; C = -2%; D = ?; E = i; F = -4.0; G = 4%; H = 1

CC(C)CCN1CCN(Cc2cc3ccccc3[nH]2)CC1CCO (stereo not drawn)
  A = 3%; B = i; C = 0%; D = -7; E = i; F = -1.8; G = 4%; H = -7

CCCOc1c(Br)cc(C2C3=C(CCCC3=O)N(C)C3=C2C(=O)CCC3)cc1OC
  A = -2%; B = i; C = -3%; D = 10; E = -5%; F = 1.0; G = 6%; H = 5

Cc1ccc(NS(=O)(=O)Cc2ccccc2)nc1
  A = 15%; B = i; C = -1%; D = 9; E = 0%; F = -0.8; G = 4%; H = 15

Cc1nn(C)c(C)c1S(=O)(=O)N1CCC(C(=O)NCCC2=CCCCC2)CC1
  A = -4%; B = i; C = -2%; D = 5; E = -9%; F = 0.7; G = 16%; H = 0

Cc1ccc(S(=O)(=O)N2CCN(C(=O)COC(=O)CNC(=O)c3ccc(Cl)cc3Cl)CC2)cc1
  A = 10%; B = i; C = 2%; D = 1; E = i; F = 1.4; G = 8%; H = 9

Nc1c(Cl)cc(-c2cn(CCC(=O)O)c(-c3ccc(Cl)nc3)n2)cc1Cl
  A = 11%; B = i; C = -1%; D = 9; E = -8%; F = -2.0; G = 5%; H = 3

COc1ccc(-c2cc(C(F)(F)F)nc(SCC(=O)NCCCN3CCOCC3)n2)cc1
  A = 1%; B = i; C = 0%; D = -12; E = -15%; F = -2.2; G = 9%; H = -4

Fc1ccc(-c2nc3c(-c4ccccc4)cnn3cc2CCN2CCOCC2)cc1
  A = 2%; B = i; C = 0%; D = 10; E = -17%; F = 1.4; G = 8%; H = 3

C=CCC(C#Cc1ccc(C)cc1)N(CC)CC (stereo not drawn)
  A = -2%; B = i; C = 1%; D = 0; E = i; F = -2.2; G = 0%; H = -5

OCCn1c(CSc2nnc(-c3ccco3)n2-c2ccccc2)nc2ccc(Cl)cc21
  A = 6%; B = i; C = -1%; D = -10; E = 0%; F = -3.7; G = 2%; H = 8

N#CCc1nn(-c2ccc(F)cc2)c(N)c1C#N
  A = -10%; B = i; C = -1%; D = -14; E = -19%; F = 0.7; G = 6%; H = 1

CCOC(=O)CCCCCC(=O)Nc1ccc2c(c1)C(=O)N([C@@H](C)CO)C[C@@H](C)[C@H](CN(C)C(=O)c1ccncc1)OCCCC[C@H](C)O2
  A = 16%; B = i; C = ·; D = -20; E = -21%; F = -2.1; G = 14%; H = 4

Cc1ccccc1NC(=O)Cn1cnc2c(oc3nc4c(cc32)COC(C)(C)C4)c1=O
  A = 17%; B = i; C = 1%; D = -21; E = 3%; F = 0.6; G = 9%; H = -2

Cc1cc(C)nc(SCc2nnc(SCc3ccc([N+](=O)[O-])cc3)n2Cc2ccco2)n1
  A = -3%; B = i; C = 0%; D = 45; E = -20%; F = -1.7; G = -1%; H = 10

COc1ccc(CCC(=O)N2CCCc3ccccc32)cc1
  A = -8%; B = i; C = 1%; D = 5; E = i; F = 1.1; G = -1%; H = 0

O=C(O)C1C2CCC(O2)C1C(=O)NCc1ccc(Cl)cc1 (stereo not drawn)
  A = -1%; B = i; C = -1%; D = -16; E = i; F = -2.9; G = 8%; H = 2

COc1ccccc1N(CC(=O)N1CCCCCC1)S(C)(=O)=O
  A = 2%; B = i; C = ·; D = 5; E = i; F = -2.5; G = 10%; H = 5

O=C(Nc1ccccc1)Nc1ccccc1C(=O)NCc1ccco1
  A = -11%; B = i; C = 1%; D = 19; E = -39%[inhibitor][57.5 µM]; F = -0.9; G = 17%; H = -1

Cc1cc(NC(=O)c2ccccc2F)cc(C)c1OCC(=O)N1CCOCC1
  A = 6%; B = i; C = 0%; D = -5; E = 13%; F = -5.6; G = 7%; H = -11

c1cc(C2OCCO2)cs1
  A = 4%; B = i; C = ·; D = -24; E = i; F = -1.8; G = 0%; H = -12

The last 6 records of the section before are carried over, then new ones follow:
Letters – A = EPAC2 antag; B = Akt phos inh; C = Mm-Cpn inhibitor; D = D3 antag; E = PTHR1 ag; F = CCT modulator; G = EPAC2 ag; H = D3 ag
COc1ccc(CCC(=O)N2CCCc3ccccc32)cc1
  A = -8%; B = i; C = 1%; D = 5; E = i; F = 1.1; G = -1%; H = 0

O=C(O)C1C2CCC(O2)C1C(=O)NCc1ccc(Cl)cc1 (stereo not drawn)
  A = -1%; B = i; C = -1%; D = -16; E = i; F = -2.9; G = 8%; H = 2

COc1ccccc1N(CC(=O)N1CCCCCC1)S(C)(=O)=O
  A = 2%; B = i; C = ·; D = 5; E = i; F = -2.5; G = 10%; H = 5

O=C(Nc1ccccc1)Nc1ccccc1C(=O)NCc1ccco1
  A = -11%; B = i; C = 1%; D = 19; E = -39%[inhibitor][57.5 µM]; F = -0.9; G = 17%; H = -1

Cc1cc(NC(=O)c2ccccc2F)cc(C)c1OCC(=O)N1CCOCC1
  A = 6%; B = i; C = 0%; D = -5; E = 13%; F = -5.6; G = 7%; H = -11

c1cc(C2OCCO2)cs1
  A = 4%; B = i; C = ·; D = -24; E = i; F = -1.8; G = 0%; H = -12

Cc1ccc(CCNS(=O)(=O)c2cc(Br)cnc2N)cc1
  A = -5%; B = i; C = 1%; D = 6; E = i; F = -2.6; G = -5%; H = 5

CCN1C(=O)[C@H]2[C@@H](c3ccc(C(F)(F)F)cc3)N[C@]3(CCCN(CC4CCCCC4)C3=O)[C@H]2C1=O
  A = 5%; B = i; C = ·; D = -13; E = -33%; F = -2.3; G = 17%; H = -10

CCOc1ccccc1N1CCN(C(=O)NCc2ccc(C)cc2)CC1
  A = 7%; B = i; C = 2%; D = -2; E = -19%; F = -0.9; G = 17%; H = -4

COc1ccc(CCNC(=O)C2CCN(S(=O)(=O)c3ccc(OC)c(OC)c3)CC2)cc1
  A = -7%; B = ·; C = -3%; D = -13; E = -17%; F = -3.9; G = 2%; H = 8

Cc1cccc(NC(=O)/C(C#N)=C/c2cn(CC(=O)NCc3ccco3)c3ccccc23)c1C
  A = -19%; B = i; C = -3%; D = -1; E = -2%; F = 0.1; G = 1%; H = -3

CC(=O)N1CCN(c2cc(N3CCCC3)c(F)cc2[N+](=O)[O-])CC1
  A = -16%; B = i; C = -11%; D = -8; E = ?; F = 0.6; G = -3%; H = -20

O=C1c2ccccc2C(Nc2ccccc2F)N1c1cccnc1 (stereo not drawn)
  A = -23%; B = i; C = 0%; D = 1; E = i; F = -0.5; G = 14%; H = -1

Cc1ccc(/C=C2\CCOC2=O)cc1
  A = -3%; B = i; C = 0%; D = 5; E = i; F = -0.7; G = -4%; H = 3

Cc1ccc(C2(c3ccc(C)cc3)CC2C(=O)NC(C)C)cc1 (stereo not drawn)
  A = -10%; B = i; C = 0%; D = 0; E = -2%; F = 0.8; G = 4%; H = -10

CC(=O)Nc1ccc(Sc2ccc([N+](=O)[O-])o2)cc1
  A = -1%; B = i; C = ·; D = -74*; E = -20%; F = -1.8; G = 8%; H = -26

Cc1c(S(=O)(=O)N(C)C2CCCCC2)c(=O)n(C)c(=O)n1C
  A = 0%; B = i; C = -3%; D = -1; E = i; F = -0.6; G = -3%; H = -2

C=CCOC(=O)c1sc(NC(=O)c2ccc(OC)cc2)nc1C
  A = 3%; B = i; C = -5%; D = 2; E = i; F = -2.6; G = 1%; H = 6

COc1ccc(Nc2nc(N)c([N+](=O)[O-])c(NCCO)n2)cc1
  A = 4%; B = i; C = 0%; D = 1; E = i; F = -1.7; G = 6%; H = 2

CCOc1ccccc1OCC(=O)Nc1nc2ccccc2[nH]1
  A = 4%; B = i; C = -5%; D = -16; E = -13%; F = -8.8; G = -5%; H = -6

O=C(COc1ccc2c(c1)oc(=O)c1ccccc12)N[C@@H](Cc1ccccc1)C(=O)O
  A = 22%; B = i; C = 0%; D = -15; E = -23%; F = -1.3; G = -1%; H = 5

CCc1nc(Nc2ccccc2)c2oc3ccccc3c2n1
  A = -2%; B = ·; C = -4%; D = 10; E = -30%; F = -0.4; G = -2%; H = 5

COC(=O)Cc1ccc(OC(=O)c2cccc(S(=O)(=O)N3CCN(C)CC3)c2)cc1
  A = -1%; B = i; C = 0%; D = 14; E = i; F = 0.5; G = -5%; H = 6

COc1cc(SC)ccc1C(=O)N1CCN(c2ccccc2F)CC1
  A = -10%; B = i; C = 1%; D = -2; E = -14%; F = -0.6; G = 3%; H = 7

CNc1ccccc1C(C)(C)c1cc(-c2ccc(F)cc2)no1
  A = -10%; B = i; C = -1%; D = -7; E = -40%; F = -3.6; G = 12%; H = -3

Cc1cc(C)nc(N2CCC(C(=O)NCCc3ccc(Cl)cc3)CC2)n1
  A = 0%; B = i; C = 1%; D = -21; E = 23%; F = -2.1; G = 6%; H = 3

O=C(CN1C(=O)C(=O)c2ccccc21)c1ccc(Cl)cc1
  A = -9%; B = i; C = 0%; D = 0; E = -17%; F = 0.7; G = -1%; H = -6

Cc1ccc(S(=O)(=O)N(C)CCCC(=O)NCc2ccc3c(c2)OCO3)cc1
  A = 17%; B = i; C = 1%; D = 0; E = -23%; F = 0.7; G = 2%; H = 1

CC(=O)Nc1ccc(NC(=O)C2Cc3c(-c4ccc(Cl)cc4)ccnc3O2)cc1 (stereo not drawn)
  A = -9%; B = i; C = ·; D = 11; E = -1%; F = 0.0; G = -7%; H = 5

Pulled one by one from above:
Letters – A = EPAC2 antag; B = Akt phos inh; C = Mm-Cpn inhibitor; D = D3 antag; E = PTHR1 ag; F = CCT modulator; G = EPAC2 ag; H = D3 ag
C=CCOC(=O)c1sc(NC(=O)c2ccc(OC)cc2)nc1C
  A = 3%; B = i; C = -5%; D = 2; E = i; F = -2.6; G = 1%; H = 6

COc1cc(SC)ccc1C(=O)N1CCN(c2ccccc2F)CC1
  A = -10%; B = i; C = 1%; D = -2; E = -14%; F = -0.6; G = 3%; H = 7
